NPY-Y2 PAM-ag: NPY-Y2 potentiators or agonists, primary screen, cell-based. 220,000 tested, 0.45% active. cells expressing NPY-Y2, potentiator/agonist read-out. Neuropeptide Y receptor type 2 (Homo sapiens), P49146. activation, % at 3.6 µM; in the data active = activation above about 27%;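 also: cells stimulated with NPY near EC25 plus isoproterenol at EC100; 0% = vehicle plus submaximal agonist and 100% = vehicle plus saturating agonist; some results beyond the cut were filed as inactive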
Target sequence (P49146 whole entry, looked up): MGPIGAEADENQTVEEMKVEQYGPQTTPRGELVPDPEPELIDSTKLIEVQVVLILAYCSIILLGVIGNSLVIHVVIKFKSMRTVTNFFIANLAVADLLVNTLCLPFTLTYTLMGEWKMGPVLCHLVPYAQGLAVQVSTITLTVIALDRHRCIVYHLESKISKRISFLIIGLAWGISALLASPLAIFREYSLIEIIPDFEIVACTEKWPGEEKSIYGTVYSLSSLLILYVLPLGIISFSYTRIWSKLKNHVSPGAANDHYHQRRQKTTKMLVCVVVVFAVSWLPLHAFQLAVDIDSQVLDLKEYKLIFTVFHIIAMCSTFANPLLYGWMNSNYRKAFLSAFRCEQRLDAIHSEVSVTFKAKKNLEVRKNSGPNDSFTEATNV
RBBP9 inh: human RBBP9 inhibitors, primary screen, biochemical, fluorescence polarization, FP-Rh probe, HTS | 220,000 tested, 0.2% active | recombinant RBBP9 | Serine hydrolase RBBP9 (Homo sapiens), O75884 | inhibition, % at 7.94 µM;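 active = inhibition above the campaign mean of all tested compounds plus 3 SD, cut at about 14% in these data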;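 also: plate controls were DMSO wells with RBBP9 for no effect and wells lacking RBBP9 protein for full effect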
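Measured by – fluorescence polarization · Test system – RBBP9 protein · Input – 2.5 µM RBBP9 dispensing solution, before mixing · Measure – percent inhibition from mP, scaled between DMSO and no-protein wells · Benchmarks – DMSO-treated enzyme wells and wells lacking RBBP9 · Times – preincubation 30 min plus labeling 45 min at 25 °C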
S1P4 agonist: S1P4 receptor agonists, primary screen, cell-based | Sphingosine 1-phosphate receptor 4 (Homo sapiens), O95977 | activation, % at 4.98 µM | 220,000 tested, 0.35% active | S1P4-expressing cell line, agonist reporter assay; in the data active = activation above about 11%;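 also: 0% = DMSO vehicle and 100% = reference agonist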
NPY1 pot ag: NPY-Y1 receptor potentiators or agonists, primary screen, cell-based | Neuropeptide Y receptor type 1 (Homo sapiens), P25929 | NPY-Y1 expressing cells, potentiator/agonist activation | activation, % at 3.6 µM | 220,000 tested, 0.37% active | AID 1304, 2008; in the data active = activation above about 33%, passing the limit was not always enough;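 also: cells stimulated with NPY at EC10 then isoproterenol at EC100; 0% = low agonist plus stimulus and 100% = saturating agonist plus stimulus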
S1P4 antag: S1P4 receptor antagonists, primary screen, cell-based. Sphingosine 1-phosphate receptor 4 (Homo sapiens), O95977. S1P4-expressing cells, antagonist mode, reporter read-out. 220,000 tested, 0.26% active. inhibition, % at 4.98 µM; in the data active = inhibition above about 29%;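 also: 0% = wells stimulated with agonist and 100% = vehicle wells without agonist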
Runt-CBFb FRET: inhibitors of RUNX1 Runt–CBFb binding, primary screen, biochemical, FRET, Cerulean-Runt, Venus-CBFb, uHTS. Cerulean-Runt/Venus-CBFb FRET ratio 530/480, 1 h. inhibition, % at 20 µM. 220,000 tested, 0.46% active. AID 1496, 2009;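 active = inhibition over about 50% at 20 µM in the single-dose screen, limit read from the data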;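 also: 0% = DMSO wells and 100% = excess unlabeled CBFb competitor control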
Target sequence (Q01196 whole entry, looked up): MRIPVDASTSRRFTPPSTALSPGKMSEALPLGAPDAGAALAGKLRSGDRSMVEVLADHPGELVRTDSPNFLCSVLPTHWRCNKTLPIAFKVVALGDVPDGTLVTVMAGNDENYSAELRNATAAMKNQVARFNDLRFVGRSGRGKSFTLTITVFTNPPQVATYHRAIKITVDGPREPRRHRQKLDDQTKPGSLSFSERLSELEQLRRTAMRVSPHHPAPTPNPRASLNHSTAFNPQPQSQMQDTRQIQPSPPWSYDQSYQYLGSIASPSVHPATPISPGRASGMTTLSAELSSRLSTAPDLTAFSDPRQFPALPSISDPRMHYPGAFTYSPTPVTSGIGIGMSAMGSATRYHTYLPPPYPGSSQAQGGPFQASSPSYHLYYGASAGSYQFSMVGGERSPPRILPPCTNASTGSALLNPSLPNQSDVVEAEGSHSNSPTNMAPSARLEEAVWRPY
Target sequence (Q13951 whole entry, looked up): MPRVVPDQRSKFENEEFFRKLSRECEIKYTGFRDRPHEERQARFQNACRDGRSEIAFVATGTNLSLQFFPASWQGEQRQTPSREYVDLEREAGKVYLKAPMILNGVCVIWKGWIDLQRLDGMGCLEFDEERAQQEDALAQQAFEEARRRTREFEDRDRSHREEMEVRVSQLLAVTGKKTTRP
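Assay system: Cerulean-Runt domain fusion protein, energy donor; Signal: fluorescence energy transfer, 422 nm excitation, 530/480 nm emission; Timing: 1 h compound exposure, room temperature; Control set: unlabeled CBFb; Medium: Tris buffer pH 7.5 with salts and BSA; Compound: single test concentration of 20 µM, 1% DMSO final; Probe or stimulus: Venus-CBFb 100 nM.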
BaF3 tox: parental Ba/F3 cell viability inhibition, counter-screen for JAK2V617F inhibitor project, murine pro-B, CellTiter-Glo luminescence; inhibition, % at 5.6 µM; 220,000 tested, 1.1% active; AID 1486, 2009; CellTiter-Glo ATP luminescence;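 active = inhibition above a per-campaign cutoff, the mean inhibition of all tested compounds plus 3 SD, cut at about 27% in these data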;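 also: 0% = DMSO wells and 100% = JAK Inhibitor I control wells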
Ba/F3 V617F tox: reduced viability of JAK2V617F-dependent Ba/F3 cells, primary screen, JAK2V617F inhibitor project, cell-based, Ba/F3 EpoR-JAK2V617F, luminescence | AID 1446, 2008 | ATP luminescence | 220,000 tested, 1.1% active | inhibition, % at 5.6 µM;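 active = inhibition above the campaign mean plus 3 SD over all tested compounds, cut at about 24% in these data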;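 also: cytokine-independent growth of Ba/F3 cells driven by EpoR plus mutant JAK2; 0% = DMSO-treated cells and 100% = JAK inhibitor I control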
NPY Y1 blocker: NPY-Y1 receptor antagonists, primary screen, cell-based | Neuropeptide Y receptor type 1 (Homo sapiens), P25929 | HEK293-CNG Y1 cells, membrane potential fluorescence; NPY at EC95, then isoproterenol | inhibition, % at 3.6 µM | 200,000 tested, 1% active | AID 1040, 2008;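 active = inhibition above the campaign mean inhibition of all tested compounds plus 3 SD, cut at about 20% in these data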;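 also: 0% = DMSO wells given NPY plus isoproterenol and 100% = isoproterenol alone without NPY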
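Material: Y1- and CNG-channel-expressing HEK293 cells / Probe or stimulus: NPY 25 nM then isoproterenol 1 µM plus Ro 20-1724 25 µM / Doses: 3.6 µM single dose, DMSO 0.4% / Schedule: compound incubation 1 h at room temperature, readout 45 min post-stimulation / Signal: membrane potential fluorescence / Benchmarks: isoproterenol-only wells as full block versus NPY-plus-isoproterenol wells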
* = called active by the depositor; nt = no result given.

no.	SMILES	NPY-Y2 PAM-ag	RBBP9 inh	S1P4 agonist	NPY1 pot ag	S1P4 antag	Runt-CBFb FRET	BaF3 tox	Ba/F3 V617F tox	NPY Y1 blocker
1	COc1ccc(CCN2C(=O)CC(NNC(=O)c3ccc(F)cc3)C2=O)cc1OC (centres undefined)	-3	0	2.4	-21	-38	0	2	-3	-3
2	CCO[C@H]1OC(C(=O)N2CCN(C)CC2)=C[C@@H](c2ccc(Br)cc2)[C@@H]1CCCO	-8	3	-0.5	12	8	0	-1	-2	-3
3	COc1ccc(-c2[nH]ncc2CN(Cc2nccn2C)C(C)C)c(F)c1	1	-4	-0.4	-4	-19	-2	-2	-6	0
4	COC(=O)c1ccc(O)c(Sc2cc(C(=O)OC)ccc2O)c1	-9	-5	0.8	-31	1	6	3	-3	2
5	CC(O)[C@H](NC(=O)C1(c2ccccc2)CCN(C(=O)OC(C)(C)C)CC1)C(=O)O (some centres undefined)	-2	10	-2.6	-8	-5	1	-4	-4	7
6	CCCOc1ccc(CCC(=O)N/N=C/c2ccc([N+](=O)[O-])o2)cc1	13	3	2.0	10	-12	1	2	-1	nt
7	C=CCc1cc(C)cc(C)c1OCCn1cncn1	-4	-1	-0.7	7	-16	-4	-1	-4	11
8	CN1CCN(CC(=O)N2c3ccccc3C(=O)Nc3cccnc32)CC1	14	-10	0.1	-7	-9	0	6	-2	-1
9	CC(C)CC(NC(=O)c1cccs1)c1nnc(SCc2ccc(Cl)c(Cl)c2)n1C (centres undefined)	-1	-7	0.0	-2	-8	-4	5	-4	3
10	C(=N\c1nccs1)/c1c[nH]c2ccccc12	0	5	-3.6	-4	7	12	-1	-3	2
11	Cc1cc(C)c(C)c(S(=O)(=O)NNC(=O)c2cccc(S(=O)(=O)N3CCOCC3)c2)c1C	2	-4	0.9	12	-4	-3	-2	-3	-2
12	COC(=O)C(C)(C(=O)OC)c1ccc(C(F)(F)F)cc1[N+](=O)[O-]	16	-6	-0.5	11	0	-1	4	-1	-1
13	Cc1nn(-c2ccccc2)c(Cl)c1/C=N\NC(=O)c1cncc(Br)c1	15	-10	0.2	-9	-2	-1	8	-2	0
14	O=C(NNC1=NCCN1Cc1ccccc1)c1cccc(C(F)(F)F)c1	-6	-3	1.9	-4	8	1	3	2	nt
15	CCCCC(=O)Nc1ccc(Br)cn1	10	-3	-2.0	8	-5	1	3	-2	0
16	CC(=O)NCCn1c(SCc2cc(F)ccc2F)nc2ccccc2c1=O	-5	-1	-0.2	7	-4	-1	9	2	3
17	Cc1ccc(-c2cc(C(=O)N/N=C/C=C/c3ccco3)c3ccccc3n2)cc1C	-19	-9	1.1	-4	-5	5	10	3	4
18	COc1cc(C(O)P(=O)(OC2CCCCC2)c2ccc(N(C)C)cc2)cc(OC)c1OC (centres undefined)	8	-12	-1.0	-8	-3	1	-2	-2	-2
19	CC(C)C(=O)Nc1ccc2oc(=O)ccc2c1	-4	5	-3.2	12	-11	-1	-4	-8	1
20	CCOC(=O)N1CCC(N2Cc3cccc(C(=O)N4CCN(c5cccc(C)c5C)CC4)c3C2=O)CC1	-9	1	1.6	-3	-8	-4	3	2	3

Structural class: the entries above with a carbonyl joined to an NH by a bond outside any ring.
no.	SMILES	NPY-Y2 PAM-ag	RBBP9 inh	S1P4 agonist	NPY1 pot ag	S1P4 antag	Runt-CBFb FRET	BaF3 tox	Ba/F3 V617F tox	NPY Y1 blocker
1	COc1ccc(CCN2C(=O)CC(NNC(=O)c3ccc(F)cc3)C2=O)cc1OC (centres undefined)	-3	0	2.4	-21	-38	0	2	-3	-3
5	CC(O)[C@H](NC(=O)C1(c2ccccc2)CCN(C(=O)OC(C)(C)C)CC1)C(=O)O (some centres undefined)	-2	10	-2.6	-8	-5	1	-4	-4	7
6	CCCOc1ccc(CCC(=O)N/N=C/c2ccc([N+](=O)[O-])o2)cc1	13	3	2.0	10	-12	1	2	-1	nt
9	CC(C)CC(NC(=O)c1cccs1)c1nnc(SCc2ccc(Cl)c(Cl)c2)n1C (centres undefined)	-1	-7	0.0	-2	-8	-4	5	-4	3
11	Cc1cc(C)c(C)c(S(=O)(=O)NNC(=O)c2cccc(S(=O)(=O)N3CCOCC3)c2)c1C	2	-4	0.9	12	-4	-3	-2	-3	-2
13	Cc1nn(-c2ccccc2)c(Cl)c1/C=N\NC(=O)c1cncc(Br)c1	15	-10	0.2	-9	-2	-1	8	-2	0
14	O=C(NNC1=NCCN1Cc1ccccc1)c1cccc(C(F)(F)F)c1	-6	-3	1.9	-4	8	1	3	2	nt
15	CCCCC(=O)Nc1ccc(Br)cn1	10	-3	-2.0	8	-5	1	3	-2	0
16	CC(=O)NCCn1c(SCc2cc(F)ccc2F)nc2ccccc2c1=O	-5	-1	-0.2	7	-4	-1	9	2	3
17	Cc1ccc(-c2cc(C(=O)N/N=C/C=C/c3ccco3)c3ccccc3n2)cc1C	-19	-9	1.1	-4	-5	5	10	3	4
19	CC(C)C(=O)Nc1ccc2oc(=O)ccc2c1	-4	5	-3.2	12	-11	-1	-4	-8	1

(continued)
no.	SMILES	NPY-Y2 PAM-ag	RBBP9 inh	S1P4 agonist	NPY1 pot ag	S1P4 antag	Runt-CBFb FRET	BaF3 tox	Ba/F3 V617F tox	NPY Y1 blocker
21	CCOC(=O)c1oc2ccccc2c1CN1CCN(C)CC1	-4	-6	2.0	16	-12	0	4	2	2
22	CCN(CC)S(=O)(=O)c1ccc(C(=O)NCc2ccc3[nH]c4c(c3c2)CCCC4)cc1	15	-5	2.0	-23	6	-12	7	-2	-2
23	O=S(=O)(c1ccc(Cl)cc1)n1cccn1	6	-5	1.0	9	-5	1	9	-2	-2
24	O=S(=O)(c1ccc(Br)cc1)N1CCCC1c1nc2ccccc2s1 (centres undefined)	-15	-8	0.5	-13	-7	0	8	-2	9
25	Cc1[nH]c2ccccc2c1/C=N/Nc1nc(Nc2ccc(F)cc2)nc(N2CCOCC2)n1	6	-6	-1.2	2	8	-1	10	0	-1
26	Cc1nc(NC(C)C)c2oc3ccccc3c2n1	-5	-1	1.6	2	-13	-1	4	3	-4
27	Cc1ccc(NC(=S)Nc2cc(C(=O)O)ccc2N2CC3CC(C2)c2cccc(=O)n2C3)cc1C (centres undefined)	-6	1	0.4	-4	-1	3	1	1	-1
28	CCN(C1CCCCC1)S(=O)(=O)c1cc(C)ccc1OC	1	-6	-1.1	-17	-12	-2	-2	-5	4
29	CC(C)NC(=O)CSc1nc(N)c(NC(=O)c2ccco2)c(=O)[nH]1	13	-1	0.4	8	-11	0	5	1	1
30	COc1ccccc1CNC(=O)CC(NS(=O)(=O)c1ccc(C)cc1)c1ccco1 (centres undefined)	3	-2	-0.3	8	-31	-1	7	2	-3
31	COc1ccc(CN(Cc2ccccn2)S(=O)(=O)c2ccc(-n3cnnn3)cc2)cc1	0	-6	0.8	9	2	nt	2	0	1
32	COc1ccccc1-c1noc(-c2ccccc2C(=O)Nc2cccnc2)n1	2	5	0.5	2	5	0	1	0	2
33	CCCNC(=O)NC(=O)CSc1nnc(-c2ccncc2)n1CC	-9	-6	-2.4	-6	20	0	8	3	-5
34	COC(=O)NNC(=S)NCc1ccccc1	15	-6	0.1	6	7	1	5	-1	10
35	OCCN1CCN(c2ncnc3c2c(-c2ccccc2)cn3-c2ccc(Br)cc2)CC1	-17	-1	1.6	-12	1	-4	11	3	3
36	COc1ccccc1CCNS(=O)(=O)c1c(C)n(C)c(=O)n(C)c1=O	0	1	0.1	1	1	-1	8	-1	2
37	Cn1c(=O)c2c(nc(NCCCO)n2CCc2ccccc2)n(C)c1=O	9	-3	0.6	-12	-32	1	3	5	5
38	O=C(CN1C(=O)C2(OCCO2)c2ccccc21)c1ccc(F)cc1	-9	0	1.2	-1	-10	2	8	2	5
39	CCC(=O)c1ccc(N2CCN(C(=O)c3ccccc3F)CC2)c(F)c1	-1	0	0.3	18	-7	0	9	4	-4
40	Cc1nn(Cc2ccc(Cl)cc2Cl)c(C)c1NC(=O)c1nc2n(n1)C(C(F)F)CC(C)N2 (centres undefined)	10	-4	0.5	-5	0	-2	1	-2	1
41	CCC(C(=O)Nc1ccc(C)cc1)c1ccccc1 (centres undefined)	7	-9	0.2	-2	2	0	2	0	7
42	CC(Oc1ccccc1Cl)C(=O)N1CCOCC1 (centres undefined)	-7	-5	1.8	4	-4	0	2	-2	-1
43	CCCC(c1nnnn1CC1CCCO1)N1CCN(c2ccccc2)CC1 (centres undefined)	0	-3	1.2	10	13	0	1	2	5
44	OCCN(CCO)c1ncnc2c1oc1ccc(Br)cc12	-3	3	-0.7	13	-8	0	4	-1	-2
45	CCN(CC)CC(=O)Nc1cccc2c1C(=O)c1ccccc1C2=O	-2	-5	1.8	22	-16	-7	5	0	1
46	CC(=O)Nc1cc(C)c(S(C)(=O)=O)c(C)c1	-3	-7	-0.7	-9	-19	-3	4	3	2
47	Cc1ccc(N(Cc2ccc(C(=O)NC3CCCCC3)cc2)S(C)(=O)=O)cc1C	-15	6	1.6	-23	-14	-4	5	-2	0
48	O=C1NCC(O)=C1C=NCCO	15	-2	0.0	13	-17	2	2	4	0
49	CC1CCC(NC(=O)CN(C)S(=O)(=O)c2cnc[nH]2)CC1 (centres undefined)	6	-6	0.4	15	-7	2	-3	-2	-2
50	COc1ccc(CCNc2oc(-c3ccc(C)cc3)nc2C#N)cc1OC	5	1	0.0	5	-63	-3	8	0	9
51	COc1ccc(S(=O)(=O)c2cnc3ccc(OC)cc3c2N2CCC3(CC2)OCCO3)cc1	-2	-7	0.1	-17	1	-2	4	-1	3
52	CC1CC(C)CN(S(=O)(=O)c2ccc(NC(=O)C3COc4ccccc4O3)cc2)C1 (centres undefined)	-3	-17	1.0	-23	-11	-1	2	-1	15
53	O=C(N/N=C/c1ccc2c(c1)OCO2)c1ccc(Br)o1	0	-3	1.1	-1	-5	2	10	5	-1
54	COCCCNC(=S)N1CCCN(c2nc3cc(C)ccc3cc2C#N)CC1	-4	7	-0.2	-7	-4	10	7	-1	3
55	O=C(COC(=O)C12CC3CC(CC(O)(C3)C1)C2)N1CCN(S(=O)(=O)c2ccc(Cl)cc2)CC1	-7	-2	-0.9	-3	0	-1	6	2	-3

Screens (PubChem)
